# Source: PubChem BioAssay
# AP complement: alternative pathway complement inhibition, orthogonal assay. Human serum alternative complement pathway, LPS-coated ELISA, C3 deposition; tested in compound mixtures. inhibition, % at 5 µM. hit rate 0.08% among 62,000;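 active = inhibition above 30% in each of the two pooled mixtures holding the compound, so the lower value exceeds 30%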;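 note: 0% = serum in Mg-EGTA without compound and 100% = EDTA serum blank; some compounds past the cut are filed as inactive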
#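 Medium: diluted human serum in Mg2+-EGTA GVB++. Assay system: human serum complement alternative pathway, C3 deposition onto LPS. Also added: Plate-bound LPS. Technique: Anti-C3 ELISA, OD 450 nm. Measure: percent inhibition. Incubation: 1 h at 37 °C. Dosing: 5 µM each compound, pools of ten, 50 µM per pool.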
# CatB mix inh: inhibitors of human cathepsin B in compound mixtures | Purified cathepsin B, AMC dipeptide fluorescence | inhibition, %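 (ten-compound pools at 5 µM per compound and 50 µM total)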 | hit rate 0.06% among 62,000 | P07858; in the data active = inhibition above about 22%, passing the limit was not always enough; inconclusive = no clear call, values can overlap the other calls;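 note: 0% = enzyme without compound and 100% = no enzyme blank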
# CatB inh: blocks human cathepsin B protease activity; P07858; purified cathepsin B, fluorogenic substrate, fluorescence; inhibition, %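 (tested at 10 µM)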; hit rate 0.1% among 63,000; in the data active = inhibition above about 21%;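 note: 0% = enzyme with no compound and 100% = no enzyme blank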
# C1s block: human complement C1s inhibition | P09871 | purified C1s, fluorogenic AMC substrate, pooled mixtures | mean inhibition % of two 10-compound mixtures (hits give high values), % at 5 µM (by protocol) | hit rate 0.16% among 62,000;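 active = inhibition above 20% in each of the two 10-compound mixture wells holding the compound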;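 note: 0% = enzyme wells lacking compound mixture and 100% = no-enzyme blank wells; some compounds called inactive have numbers as strong as hits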
# CatS inh: blocks human cathepsin S protease activity; AID 501; inhibition, %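 (tested at 5 µM per compound within 10-compound mixtures)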; recombinant cathepsin S, AMC dipeptide fluorescence, pooled mixtures; hit rate 0.06% among 62,000; in the data active = inhibition above about 32%, passing the limit was not always enough; inconclusive = no clear call, values can overlap the other calls;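 note: 0% = enzyme without compound and 100% = blank without enzyme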
# CatL block: blocks human cathepsin L protease activity | P07711 | purified cathepsin L, fluorogenic substrate, fluorescence | inhibition, %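 (tested at 10 µM)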 | hit rate 0.17% among 58,000; in the data active = inhibition above about 45%;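 note: 0% = enzyme with no compound and 100% = no enzyme blank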
# Cathepsin G inh: inhibitors of human cathepsin G | AID 581 | inhibition, % at 5 µM (by protocol) | purified enzyme, AMC-tetrapeptide fluorescence, pooled mixtures | P08311 | hit rate 0.2% among 62,000;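 active = inhibition above 20% in each of the two mixture wells holding the compound; inactive = inhibition of 20% or less in either well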;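 note: 0% = enzyme control without mixture and 100% = blank lacking enzyme; strong numbers were not always called active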
# FXIa mix inh: inhibitors of human coagulation factor XIa, pooled mixtures; P03951; purified FXIa, fluorogenic substrate; inhibition, % at 5 µM; hit rate 0.19% among 62,000; AID 680;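 note: each value is inhibition by a whole ten-compound pool holding the compound; 0% = enzyme with no mixture and 100% = wells lacking enzyme; strong numbers were not always called active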
# FXIIa mix inh: blocks human factor XIIa in pooled compound mixtures. hit rate 0.2% among 62,000. inhibition, % at 5 µM. P00748. purified FXIIa, fluorogenic substrate;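 note: 0% = enzyme without compound and 100% = no enzyme blank; some results filed as inactive read as strong as hits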
# The depositor's hits bear a star; ? = inconclusive; · = not tested or not shown. Cut-off read from the data, not from the text of the source, unless noted: active = inhibition above about 20% (passing the limit was not always enough); inactive = the rest.
SMILES,AP complement,CatB mix inh,CatB inh,C1s block,CatS inh,CatL block,Cathepsin G inh,FXIa mix inh,FXIIa mix inh
CCOc1ccc(C=NC23CN4CN(CN(C4)C2)C3)cc1,0,1,1,-16,-9,-3,-12,1,9
Cc1c(C(C)O)nnn1-c1nonc1N (centres undefined),5,6,3,2,13,8,8,4,2
CCCCn1c(CN2CCOCC2)nc2c1c(=O)n(C)c(=O)n2C,7,-3,4,-3,7,·,7,-1,-20
O=C(Nc1ccc(F)cc1F)c1cccnc1,7,-1,1,0,-6,-4,-1,2,3
CCOC(=O)CSCc1nc(-c2ccc(Cl)cc2)oc1C,-1,1,-1,-6,28,9,-5,4,-2
CSCCC1NC2(C(=O)Nc3ccc(Cl)cc32)[C@@H]2C(=O)N(C3CCCC3)C(=O)[C@H]12 (some centres undefined),0,4,5,11,1,3,17,3,3
COC(=O)c1c(C)oc2ccc(NS(=O)(=O)c3cccs3)cc12,21,-1,-4,-4,-1,2,2,5,4
CC(/C=N/n1cnnc1)=C\c1ccco1,-2,2,5,-3,-3,-5,8,0,2
COc1cc(NS(=O)(=O)c2ccc(NC(=O)COc3ccccc3Cl)cc2)nc(OC)n1,10,3,2,0,14,3,8,4,-16
COc1ccc(N2CC(C(=O)Nc3ccccc3C(=O)NCc3ccco3)CC2=O)cc1 (centres undefined),11,2,1,-21,0,·,1,4,5
CC1=CS/C(=C(/C#N)C(=O)N2CCCCC2)N1c1ccccc1,19,6,-4,1,-5,-4,0,3,3
COc1cc(C(=O)OC(C)CN2CCCC2)cc(OC)c1OC (centres undefined),6,-16,2,-88,-18,2,-4,-17,3
COC(=O)c1cccc(NC(=O)c2ccc(S(=O)(=O)N3CCN(C)CC3)cc2)c1,3,2,3,-9,8,11,10,10,-2
CCOC(=O)C(NC(=O)c1cccnc1)(Nc1cccc(C)n1)C(F)(F)F (centres undefined),-3,2,1,-5,13,3,-4,1,9
COc1c(Br)cc(Br)cc1/C=N/n1c(C)nnc1C,-8,-3,0,2,1,-3,6,10,-19
O=C(OCCCCN1C(=O)c2ccccc2C1=O)c1n[nH]c2ccccc12,17,0,2,-13,-6,3,4,-9,2
CCOC(=O)CN1CC23C=CC(O2)C(C(=O)NCc2ccc(C)cc2)C3C1=O (centres undefined),15,-2,2,12,-1,7,6,6,-15
CNC(=O)NC1CCCCc2sccc21 (centres undefined),-10,2,1,-2,-2,·,7,-5,-14
Cc1ccc(C)c(N2CCN(C(=O)c3ccc(Cn4c(=O)[nH]c5ccccc5c4=O)cc3)CC2)c1,15,1,2,-47,-3,20,3,-11,2
CCOC(=O)c1ccc(NC(=O)CS(=O)(=O)c2cn(CC)c3ccccc23)cc1,36,9,3,-28,-1,-7,29*,51,1
COc1ccc(C(C(=O)OCCN(C)C)c2ccccc2)cc1 (centres undefined),8,2,-2,6,0,0,1,0,0
COc1ccc(C)cc1NC(=O)CN1CCN(CC(=O)Nc2ccccc2F)CC1,9,4,3,-2,-4,5,18,4,-18
CC(=O)C1=C(C)NC(SCSc2ccccc2)=C(C#N)C1c1cccnc1 (centres undefined),9,9,4,-8,2,5,-10,5,-20
CCOC(=O)C1CCCN(CC(=O)Nc2c(C(=O)OC)[nH]c3ccc(C)cc23)C1 (centres undefined),8,0,7,7,-9,0,8,7,5
COc1ccccc1CC(=O)N1CCN(c2cccc(C(F)(F)F)c2)CC1,22,3,-2,5,-4,·,0,9,0
CC1=C(C(=O)OCc2ccccc2)C(c2ccoc2)C(C#N)=C(N)O1 (centres undefined),2,0,4,-16,10,·,7,-7,1
CCCC(=O)Nc1nnc(CC(=O)OCC)s1,-3,3,7,-1,1,0,1,1,2
CC(C)C(NC(=O)C12CC3CC(CC(C3)C1)C2)C(=O)O (centres undefined),-6,-1,-3,3,3,-2,-2,2,-14
COC(=O)C(C)Sc1ncnc2c1nnn2-c1ccc(F)cc1 (centres undefined),10,6,3,17,6,-1,12,2,8
CC(=O)Nc1ccc(S(=O)(=O)NC(CC(=O)NCCCN2CCOCC2)C(C)C)cc1 (centres undefined),2,7,-1,6,13,21,3,18,7
N[C@@H](Cc1cc(I)c(Oc2ccc(O)c(I)c2)c(I)c1)C(=O)O,4,6,·,12,9,13,13,8,2
Cc1ccccc1-c1coc2cc(O)ccc2c1=O,1,2,4,0,-3,5,9,4,-1
Cc1onc(-c2ccccc2Cl)c1C(=O)N1CCN(C/C=C/c2ccccc2)CC1,17,4,-3,-29,-6,-5,0,8,8
COc1cccc(-c2nnc(SCC(=O)N(C(C)C)C(C)C)o2)c1,12,-1,4,-27,-10,1,1,0,7
NC(=O)CSc1nnc(-c2cnccn2)n1-c1ccccc1,0,3,4,-70,15,6,-2,-1,12
Cc1noc(C)c1CSc1nnc(-c2ccncc2)n1-c1ccc(Cl)c(Cl)c1,25,2,-1,-8,1,12,7,-1,2
Cc1ccccc1Nc1cc2ccccc2c(=O)[nH]1,7,12,8,15,?,10,8,7,3
CCOC(=O)N1CCC(N(CCCOC)C(=O)Nc2cccc(OC)c2)CC1,3,3,3,-1,3,12,10,-1,6
Cc1noc(C)c1CSc1nnc(-c2cc(Cl)ccc2Cl)n1N,15,-2,6,-42,-9,3,5,-1,-8
CC(C)(C)N1C(=O)c2ccc(C(=O)NCc3ccco3)cc2C1=O,11,4,2,-5,-24,14,10,13,10
O=C(c1ccccc1)C(Sc1ncn[nH]1)c1ccccc1 (centres undefined),10,2,-4,1,-4,-8,-1,13,3
COC(=O)c1cnn2c(C(F)(F)F)cc(-c3ccco3)nc12,8,8,-1,-5,-12,-26,5,3,5
O=C(Nc1cccc(NS(=O)(=O)c2ccc(S(=O)(=O)NC3CC3)cc2)c1)c1ccccn1,11,-4,1,15,-1,33,9,5,-3
CC(C)(C)OC(=O)N1CCCC1C(=O)N1CCc2ccccc21 (centres undefined),11,3,6,-3,9,0,-43,-6,4
CCOC(=O)NC1C=CS(=O)(=O)C1 (centres undefined),9,2,3,8,1,10,8,7,6
COc1ccccc1-c1nnc(SCC(=O)Nc2ccccc2)o1,4,3,2,9,15,·,10,4,5
COC(=O)CN(n1cnnc1)S(=O)(=O)c1ccc(C)cc1,7,-1,1,-17,-3,0,-5,-5,10
CCOC(=O)Cc1nnc(NC(=O)C(CC)Sc2nnc3c4ccccc4n(C)c3n2)s1 (centres undefined),5,6,1,22*,14,27,17,12,0

# Whole records, looked up by structure:
# Listed for `COc1c(Br)cc(Br)cc1/C=N/n1c(C)nnc1C` : AP complement: -8; CatB mix inh: -3; CatB inh: 0; C1s block: 2; CatS inh: 1; CatL block: -3; Cathepsin G inh: 6; FXIa mix inh: 10; FXIIa mix inh: -19
# Listed for `COc1cc(C(=O)OC(C)CN2CCCC2)cc(OC)c1OC` (centres undefined) : AP complement: 6; CatB mix inh: -16; CatB inh: 2; C1s block: -88; CatS inh: -18; CatL block: 2; Cathepsin G inh: -4; FXIa mix inh: -17; FXIIa mix inh: 3

# The listing continues.
SMILES,AP complement,CatB mix inh,CatB inh,C1s block,CatS inh,CatL block,Cathepsin G inh,FXIa mix inh,FXIIa mix inh
CN1/C(=C\C(=O)COC(=O)Cn2nnc(-c3ccccc3)n2)C(C)(C)c2ccccc21,-3,-1,4,17,-6,·,46,6,1
COc1nc(N)nc(CC(=O)C2CC2)n1,11,2,2,-1,-5,-8,-2,-2,4
COc1ccc(-c2nnc(SCC(=O)NC(C)C)n2CC2CCCO2)cc1OC (centres undefined),-2,0,2,-27,8,7,3,-5,8
CCOC(=O)N1CCN(C(=O)C2CCN(S(C)(=O)=O)CC2)CC1,21,-2,-1,-3,-13,-1,-3,7,4
COC(=O)c1nc(NC(=O)C(C)(C)C)n[nH]1,-9,-7,0,27,8,8,-3,0,3
O=C(O)C1CCN(c2nc(-c3ccccc3)nc3c2oc2ccccc23)CC1,-1,-1,-1,13,-7,-14,9,3,-13
COCCCn1c(SCC(=O)Nc2cccc(C)n2)nnc1-c1ccco1,7,-4,0,-30,-2,-3,1,4,11
CN(C)S(=O)(=O)c1ccc(C(=O)OCC(=O)NC(=O)NCc2ccccc2)cc1,14,1,5,-9,-11,-10,6,-2,8
COc1ccc(-c2c3c(=O)n(C)c(=O)n(C)c3cn2Cc2ccccn2)cc1,9,-6,5,-111,-20,6,-11,-11,-2
c1nc(NCC2CCCO2)c2[nH]cnc2n1 (centres undefined),7,5,-4,-11,0,-2,-4,0,-19
O=C(CN1CCN(S(=O)(=O)c2ccc(Cl)cc2)CC1)Nc1ccc2c(c1)OCCO2,-5,-3,-3,-2,9,6,2,-3,-10
CN(C)c1nc2ccccc2c(N)c1-c1ccccc1,10,0,3,6,3,6,10,0,-2
CCOc1ccccc1Oc1ccc(C(F)(F)F)cn1,10,-5,-1,-1,12,0,1,-2,1
O=C(Nc1cccc(F)c1)c1c(F)c(F)c(F)c(F)c1F,17,0,4,41,-4,2,9,2,6
O=C(c1cc(-c2ccncc2)nc2ccc(Br)cc12)N1CCN(c2ccccn2)CC1,-1,4,4,1,13,-2,11,15,3
O=C(c1ccco1)N1CCN(CC(O)COc2ccc3oc4ccccc4c3c2)CC1 (centres undefined),5,4,-4,-3,16,12,-3,9,10

# Among those listed so far, eleven contain an aryl thioether with sulfur outside any ring:
SMILES,AP complement,CatB mix inh,CatB inh,C1s block,CatS inh,CatL block,Cathepsin G inh,FXIa mix inh,FXIIa mix inh
CC(=O)C1=C(C)NC(SCSc2ccccc2)=C(C#N)C1c1cccnc1 (centres undefined),9,9,4,-8,2,5,-10,5,-20
COC(=O)C(C)Sc1ncnc2c1nnn2-c1ccc(F)cc1 (centres undefined),10,6,3,17,6,-1,12,2,8
COc1cccc(-c2nnc(SCC(=O)N(C(C)C)C(C)C)o2)c1,12,-1,4,-27,-10,1,1,0,7
NC(=O)CSc1nnc(-c2cnccn2)n1-c1ccccc1,0,3,4,-70,15,6,-2,-1,12
Cc1noc(C)c1CSc1nnc(-c2ccncc2)n1-c1ccc(Cl)c(Cl)c1,25,2,-1,-8,1,12,7,-1,2
Cc1noc(C)c1CSc1nnc(-c2cc(Cl)ccc2Cl)n1N,15,-2,6,-42,-9,3,5,-1,-8
O=C(c1ccccc1)C(Sc1ncn[nH]1)c1ccccc1 (centres undefined),10,2,-4,1,-4,-8,-1,13,3
COc1ccccc1-c1nnc(SCC(=O)Nc2ccccc2)o1,4,3,2,9,15,·,10,4,5
CCOC(=O)Cc1nnc(NC(=O)C(CC)Sc2nnc3c4ccccc4n(C)c3n2)s1 (centres undefined),5,6,1,22*,14,27,17,12,0
COc1ccc(-c2nnc(SCC(=O)NC(C)C)n2CC2CCCO2)cc1OC (centres undefined),-2,0,2,-27,8,7,3,-5,8
COCCCn1c(SCC(=O)Nc2cccc(C)n2)nnc1-c1ccco1,7,-4,0,-30,-2,-3,1,4,11

# These rows are one share of the data, so the mix of outcomes need not match the whole.
